RGS4 inhibitor = blocks human RGS4-accelerated GTP hydrolysis. P49798. Transcreener GDP fluorescence polarization, RGS4-accelerated GTP hydrolysis. Potency, µM (titrated, usually from 114 µM), for the others: at the highest dose activity change, negative = inhibition, usual class: inhibitors. 390,000 tested, 0.039% active; further: on the % scale 0 is the no-effect control and ±100 the full control effect; nearly all actives have a fitted effect of over 75% in size; some results filed as inactive show a strong effect at the top dose
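MLSMR compounds (23 nl, pin-transferred) preincubated 10 min at room temperature with a 500nM (2x) first reagent, then RGS4 at 900nM (2x) plus Transcreener GDP mix added; fluorescence polarization (620/688 nm) read before and after 90 min at 30 °C.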
GLS inh = inhibitors of human glutaminase (GLS) | O94925 | GLS enzymatic activity, qHTS titration | Potency, µM (titrated, usually from 45.5 µM), for inactives: at the highest dose activity change, negative = inhibition, most hits filed as inhibitors | 410,000 tested, 0.21% active | AID 624170; further: on the % scale 0 is the no-effect control and ±100 the full control effect
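Enzyme dispensed in phosphate buffer (45 mM, pH 8.2, 0.02% Tween-20), compounds pinned in, then 1 mM L-glutamine solution and the glutamate oxidase–HRP–Amplex Red mix added; fluorescence read immediately and again after 30 min at room temperature.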
JMJD2A Tudor inh = inhibitors of human JMJD2A Tudor domain. AlphaScreen JMJD2A-Tudor / H3K4me3 peptide binding. Potency, µM (top dose mostly 114 µM), for inactives: top-dose activity change, negative = inhibition, actives largely listed as inhibitors. 390,000 tested, 4.4% active. AID 504339; further: on the % scale 0 is the no-effect control and ±100 the full control effect; nearly all actives have a fitted effect of over 50% in size
Pin1 inh = human Pin1 inhibition. Q13526. Pin1 FP peptide displacement, HiFluor488, 10 min. Potency, µM (top dose mostly 115 µM), for the others: at the highest dose activity, negative = inhibition, hits mostly inhibitors. 390,000 tested, 0.009% active. AID 504891; active means well fitted inhibition curve with a large enough effect in the polarisation, with a control signal flat, not every such curve was filed as active; inconclusive means small, poorly fitted or top-dose-only effect, or effect the other way, or a change in a side signal; inactive means no such curve, though single readings can be large or run the other way; the % refers to the polarisation; further: on the % scale 0 is the no-effect control and ±100 the full control effect
12-LOX inh = ALOX12 (human) lipoxygenase inhibition. P18054. purified 12hLO, xylenol orange hydroperoxide absorbance. Potency, µM (top dose mostly 108 µM), for the others: at the highest dose activity change, negative = inhibition, hits mostly inhibitors. 580,000 tested, 1.1% active. AID 1671190; further: on the % scale 0 is the no-effect control and ±100 the full control effect
Target sequence (P18054 whole entry, looked up): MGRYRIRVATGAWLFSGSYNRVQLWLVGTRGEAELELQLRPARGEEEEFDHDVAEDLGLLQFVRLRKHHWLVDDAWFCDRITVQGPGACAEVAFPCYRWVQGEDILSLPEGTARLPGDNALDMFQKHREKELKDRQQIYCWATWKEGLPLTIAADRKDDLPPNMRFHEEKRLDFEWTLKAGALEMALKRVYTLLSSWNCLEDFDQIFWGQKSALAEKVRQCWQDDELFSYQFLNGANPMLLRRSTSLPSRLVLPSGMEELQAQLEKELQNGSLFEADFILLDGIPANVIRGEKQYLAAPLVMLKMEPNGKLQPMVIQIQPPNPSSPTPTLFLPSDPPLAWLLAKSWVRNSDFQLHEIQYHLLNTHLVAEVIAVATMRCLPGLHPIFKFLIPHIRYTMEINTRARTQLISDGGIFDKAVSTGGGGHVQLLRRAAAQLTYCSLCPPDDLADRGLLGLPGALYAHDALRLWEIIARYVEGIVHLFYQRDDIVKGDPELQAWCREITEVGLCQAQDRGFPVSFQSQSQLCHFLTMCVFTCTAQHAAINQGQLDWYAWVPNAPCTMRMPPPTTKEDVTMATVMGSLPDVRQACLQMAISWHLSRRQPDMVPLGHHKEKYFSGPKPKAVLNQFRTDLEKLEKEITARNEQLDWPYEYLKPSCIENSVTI
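Purified human 12hLO (150 nM final) in 25 mM Hepes, 0.01% Triton X-100, pH 7.0 was preincubated 15 min at room temperature with compound. Then 40 uM arachidonic acid was added, 30 min. Hydroperoxide was read by Fe-XO absorbance ratio 573/405 nm.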
TrxR1 inh = blocks rat thioredoxin reductase 1; O89049; recombinant rTrxR1, NADPH fluorescence consumption, selenite substrate; Potency, µM (top dose mostly 114 µM), for inactives: at the highest dose activity change, negative = inhibition, hits mostly inhibitors; 390,000 tested, 1% active; further: on the % scale 0 is the no-effect control and ±100 the full control effect; nearly all actives have a fitted effect of over 65% in size
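Rat TrxR1 (90 nM in the dispensed reagent) was pre-reduced with 400 uM NADPH for 5 min at room temperature, then incubated with compound for 15 min. After 400 uM selenite was added, NADPH fluorescence (Ex 340/Em 450 nm) was followed for 8 min.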
PGK inhibitor = T. brucei PGK inhibition; PGK/GAPDH coupled, Kinase-Glo luminescence, 60 min; Potency, µM (doses to about 57.5 µM), inactives show at the top dose activity change, negative = inhibition, hits mostly inhibitors; 380,000 tested, 0.043% active; further: on the % scale 0 is the no-effect control and ±100 the full control effect; nearly all actives have a fitted effect of over 60% in size
Target sequence (P07378 whole entry, looked up): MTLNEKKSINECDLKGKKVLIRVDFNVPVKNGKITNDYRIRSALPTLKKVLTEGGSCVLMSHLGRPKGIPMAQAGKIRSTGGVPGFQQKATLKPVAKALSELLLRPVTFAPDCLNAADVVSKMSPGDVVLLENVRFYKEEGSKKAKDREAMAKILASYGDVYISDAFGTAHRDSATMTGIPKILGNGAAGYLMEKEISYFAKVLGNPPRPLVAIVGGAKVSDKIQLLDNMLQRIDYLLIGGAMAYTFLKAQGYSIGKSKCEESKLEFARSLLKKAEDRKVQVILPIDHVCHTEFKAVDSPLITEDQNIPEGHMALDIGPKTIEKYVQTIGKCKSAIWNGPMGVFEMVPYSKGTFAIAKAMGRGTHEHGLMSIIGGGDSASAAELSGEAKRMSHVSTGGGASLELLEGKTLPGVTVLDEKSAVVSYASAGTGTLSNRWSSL
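Recombinant glycosomal PGK reaction used 1,3-bisphosphoglycerate generated in-well by GAPDH (100nM final) in 100mM TEA pH 7.6, 5mM MgCl2, 0.01% Tween-20. After 60 minutes at room temperature, ATP was read by Kinase-Glo Plus luminescence end-point.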
ERG Ets-DNA blk = inhibitors of human ERG Ets domain-DNA interaction. P11308. fluorescence polarization, His-ERG Ets domain / labelled DNA. Potency, µM (titrated, usually from 76.9 µM), for inactives: top-dose FP activity, negative = inhibition, actives largely listed as inhibitors. 370,000 tested, 0.028% active; active means well fitted inhibition curve with a large enough effect in the polarisation, with a control signal flat; inconclusive means small, poorly fitted or top-dose-only effect, or effect the other way, or a change in a side signal; inactive means no such curve, though single readings can be large or run the other way; the % refers to the polarisation;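 further: polarization taken with two DNA probes labelled with fluorescein and Texas red; % of control where 0% means no effect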
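His-tagged ERG Ets domain (1 uM in the protein solution; 300mM KCl, 50mM Tris-HCl, 1mM EDTA, 1mM DTT, pH 7.5) received compound, then a probe mix of 5 nM fluorescein-DNA and 100nM Texas-615-DNA. Fluorescence polarization was read for both dyes.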
HP1b binding inh = inhibitors of HP1-beta chromodomain binding to methylated histone tails; P83916; AlphaScreen HP1-beta / biotin-H3K9me3 peptide binding; Potency, µM (top dose mostly 114 µM), inactives show at the highest dose activity change, negative = inhibition, hits mostly inhibitors; 390,000 tested, 0.56% active; AID 540317; further: nearly all actives have a fitted effect of over 70% in size; inactives centre near 23
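HP1-beta protein (50 nM final) preincubated 30 min at room temperature with biotinylated H3(1-18)K9me3 peptide (50 nM) in PBS pH 7.4, 0.01% Tween-20, then compound added for 30 min. AlphaScreen streptavidin donor/nickel chelate acceptor beads (10 ug/mL final), 30 min dark, luminescence read.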
* hit, by the source's call; i = inactive; ? = inconclusive; nt = no result given; & = joins results of further samples; [ ] = remark or other dose. Unless noted, the call rests on the fitted dose curve; in most records, active means well fitted curve in the direction sought with a large enough effect; inconclusive means small, poorly fitted or top-dose-only effect, or another doubt; inactive means no such curve, though single readings can be large; an effect the other way counts as inactive or inconclusive. Potency means the concentration at half of the fitted maximal effect. Only part of the results is shown; the hit share may differ from the screen's.

Every second line gives: RGS4 inhibitor	GLS inh	JMJD2A Tudor inh	Pin1 inh	12-LOX inh	TrxR1 inh	PGK inhibitor	ERG Ets-DNA blk	HP1b binding inh
- CN(C)c1ccc(NC(=O)CN2CCC(NC(=O)C3CCCCC3)CC2)cc1
 : 14.1%	49.4%[activator]	?	0.9%	-14.2%	26.3%[57.1 µM]	-9.0%	2.3%	-18.4%
- O=C(Nc1cc(C(F)(F)F)ccc1Cl)C(Sc1n[nH]c(=O)[nH]c1=O)c1ccccc1 (stereo unspecified)
 : -9.6%	0.0%	-16.9%	14.4%	15.6%	16.5%	-3.8%	-7.9%	11.9%
- COc1cccc(Oc2nc(C)nc3c2oc2ccccc23)c1
 : -12.2%	-14.9%	-0.3%	-0.5%	-19.5%	-0.7%[57.1 µM]	-11.2%	-13.4%	47.6%[activator]
- CC(/C=N/NC(=O)CNc1n[nH]c(=O)[nH]c1=O)c1ccccc1 (stereo unspecified)
 : -2.8%	6.8%	-13.6%	-3.8%	-5.4%	22.5%	-5.7%	1.9%	37.8%
- O=C(CSc1nc(-c2ccc(F)cc2)[nH]c1-c1ccc(F)cc1)Nc1ccc2c(c1)OCO2
 : -51.3%	-5.2%	-13.4%	83.9%[activator]	-27.0%	11.2%	-2.7%	15.6%	46.0%[activator]
- CCOC(=O)N1CCN(C(=O)C2CCCN(S(=O)(=O)c3cc(C)ccc3OC)C2)CC1 (stereo unspecified)
 : -2.4%	-2.2%	-5.4%	-7.3%	3.4%[57.4 µM]	8.5%	5.6%[11.5 µM]	nt	20.6%
- COCCn1c(C)cc(O)c(C(c2ccc(C)cc2)N2CCCCC2)c1=O (stereo unspecified)
 : 20.4%	5.3%	0.6%	-9.8%	6.5%	-27.9%[57.1 µM]	-0.3%	-2.2%	43.0%[activator][57 µM]
- O=C(NCCc1ccc(C(F)(F)F)cc1)C1CCC(=O)N(C2CC2)C1 (stereo unspecified)
 : -8.5%	-8.3%	0.0%	-10.5%	-15.3%	-6.4%	-7.6%	-3.2%	33.3%
- COc1ccc(SCCC(=O)NCc2ccncc2)cc1
 : 14.5%	4.0%	-5.4%	4.3%	390.2%[activator]	11.5%[2.29 µM]	-0.7%	1.7%	11.7%
- CCc1ccccc1S(=O)(=O)Cc1ccc(C(=O)N2CCN(c3ccccn3)CC2)o1
 : -9.1%	-4.2%	-6.9%	-3.1%	-3.8%	-6.4%	-3.5%	-5.7%	65.8%[activator]
- CC(=O)c1c(C)n([O-])c2ccccc2[n+]1=O
 : -6.8%	2.0%	-3.7%	-4.6%	0.0%&-112.9%	-8.2%[57.1 µM]	-5.5%	-5.8%	27.2%
- COc1cc(/C=N/N2C(=O)CSC2=S)cc(Br)c1O
 : ?	?	44.7µM*	?	?	-51.5%	?	147.2%[activator]	?
- Cc1cc(C)cc(OCC(=O)Nc2ccc3c(c2)C(=O)c2ccccc2C3=O)c1
 : -5.6%	-1.4%	-6.1%	3.2%	-14.3%	12.0%[57.1 µM]	-2.0%	-0.7%	19.5%
- Nc1nc(CN2CCN(c3ccccn3)CC2)nc(Nc2ccc(Cl)cc2)n1
 : 35.9%	6.1%	?	1.0%	-22.6%	35.5%[activator][57.1 µM]	i	4.6%	13.2%
- Cc1ccc(S(=O)(=O)c2nc(-c3ccccc3Cl)oc2NCCCN2CCOCC2)cc1
 : 10.5%	-4.1%	?	5.6%	?	2.1%	1.7%	2.6%	-31.7%
- CCc1nc(SCC(=O)NCC2CCCO2)c2c(=O)n(C)c(=O)n(C)c2n1 (stereo unspecified)
 : 27.7%	0.9%	-3.2%	-1.5%	0.0%	29.1%	-8.6%	10.2%	19.4%
- O=S(=O)(c1cccc(-c2nnc(SC(F)F)n2-c2ccccc2)c1)N1CCCCC1
 : -11.3%	1.4%	-15.2%	-2.5%	7.6%	19.2%	-7.1%	-3.8%	38.5%
- CN(C)CCCN(Cc1cc2cc3c(cc2[nH]c1=O)OCCO3)C(=O)NC1CCCCC1
 : 5.2%	6.4%	-6.5%	-4.0%	?	-7.1%	-0.1%	-7.7%	24.7%
- O=C(COc1ccccc1F)Nc1c(C(=O)Nc2cccc(F)c2)oc2ccccc12
 : 7.5%	2.8%	5.0%	-0.5%	0.0%	6.5%	-4.1%	-2.6%	46.8%[activator]
- CC(Sc1n[nH]c(N)n1)C(=O)C12CC3CC(CC(C3)C1)C2 (stereo unspecified)
 : 12.4%	22.5%	-24.0%	-2.3%	0.9%	-25.7%	-12.9%	-0.2%	10.2%
- CCOc1ccc(OCC)c(NC(=O)c2cc(S(=O)(=O)N3CCCC3)cn2C)c1
 : -11.2%	1.5%	-21.4%	21.3%	-10.1%	35.5%	2.0%	-6.0%	15.5%
- O=C(Nc1ccc(Oc2ccc(Br)cc2)cc1)C1=CC=CN2CCS(=O)(=O)N=C12
 : -3.1%	0.4%	-17.4%	-4.0%	221.7%[activator]	27.8%	i	5.0%	31.2%
- CNC(=O)[C@@]1(C)C=C[C@@H](Cc2ccccc2)N1C(=O)OC
 : 8.5%	-2.7%	-23.9%	-6.1%	-0.2%	13.6%	i	9.9%	0.1%
- CCN(CC)S(=O)(=O)c1ccc(-c2nnc(SCC(=O)N3CCc4ccccc43)o2)cc1
 : -24.0%	7.9%	-11.0%	1.8%	2.0%	27.5%	nt	nt	18.0%
- CC1CC(C)CN(CC(C)(C)NS(=O)(=O)c2ccccc2)C1 (stereo unspecified)
 : 27.6%	-27.3%	22.4µM*	4.4%	?	15.5%[11.4 µM]	-8.1%	nt	?
- Cc1sc2nc(CSCC(=O)NC3CCCCC3)[nH]c(=O)c2c1C
 : ?	5.9%	-13.1%	31.7%[activator]	-26.6%	6.5%	7.0%	6.2%	16.9%
- CCOC(=O)C1=C(COc2ccccc2)NC(=O)NC1c1cccc([N+](=O)[O-])c1 (stereo unspecified)
 : 11.3%	6.4%	?	2.5%	-0.8%	6.0%	-0.5%	16.7%	5.9%
- Cc1ccc(NC(=S)Nc2cccc(-c3n[nH]c(=S)o3)c2)cc1
 : -34.5%	13.7%	-27.7%	1.5%	0.0%	?	0.3%	-4.2%	-19.1%
- COc1ccc2c(Cl)c(C(=O)NCCCn3ccnc3)sc2c1
 : 26.5%	14.6%	-19.0%	-3.7%	19.3%	18.8%	-0.9%	-5.0%	0.0%
- CCN(CC)C(=O)C(=O)c1cccn1-c1cccc(-n2cccc2C(=O)C(=O)N(CC)CC)c1C#N
 : -10.6%	-1.6%	-13.0%	-1.1%	1.0%	-4.6%	-8.0%	12.6%	31.0%
- COCCOc1cnn(-c2cc(Oc3ccc(C)cc3)ncn2)c(=O)c1Cl
 : 6.1%	-7.8%	-15.2%	-7.3%	0.0%	-2.7%	-5.8%	1.7%	14.5%
- COc1cc(C(=S)N2CCOCC2)cc(OC)c1OS(=O)(=O)c1ccc(C)cc1
 : -10.1%	-2.2%	-30.3%	0.8%	-9.0%	33.4%	-4.6%	7.5%	-10.7%
- CCOC(=O)c1c(NC(=O)CCC(=O)N2CCOCC2)sc2c1CC(C)(C)OC2
 : -5.2%	3.2%	-11.3%	-2.1%	2.6%	?	-9.9%	8.0%	24.2%
- COc1ccccc1NC(=S)N/N=C1\CC(C)(C)Oc2ccc(O)cc21
 : -8.7%	15.0%	-26.1%	6.7%	?	-0.4%	-3.3%	-0.4%	7.2%
- CCCCNS(=O)(=O)c1ccc(OC)c2ncccc12
 : -23.6%	2.3%	-9.0%	-0.4%	-2.1%&15.3%	6.6%	14.2%	-1.3%	16.5%
- CCOC(=O)C1=C(C)N(C)C(=O)NC1c1cccc([N+](=O)[O-])c1 (stereo unspecified)
 : 1.7%	0.4%	-6.9%	-5.0%	?	31.0%[57.1 µM]	-0.7%	3.7%	37.6%
- CN1CCN(c2cc(-c3cc(O)c4ncccc4c3)ccn2)CC1
 : -17.4%	5.7%	25.1µM*	1.4%	-12.0%	5.5%	1.1%	nt	18.6%
- CCOC(=O)c1c(NC(=O)CSc2cn(CCNC(=O)c3ccccc3OC)c3ccccc23)sc2c1CCCC2
 : -8.5%	-1.6%	-20.5%	3.8%	0.0%	6.7%	-1.1%	0.9%	26.7%
- Cc1ccc(/C=C/C(=O)O)cc1S(=O)(=O)NCCCC(=O)O
 : -15.8%[11.4 µM]	-10.7%	-15.8%[11.4 µM]	?	20.6%	-20.7%	-6.2%	9.4%	-2.6%
- CC(=O)N/N=C/c1cc(C(C)C)cc(/C=N/NC(C)=O)c1O
 : -6.6%	14.2%	-29.9%	?	0.2%	10.7%[57.1 µM]	-7.5%	-2.9%	45.2%[activator]
- O=C(O)CC(=O)Nc1ccccc1
 : 2.5%	-0.3%	-0.3%	-3.4%	10.9%	2.4%	-1.6%	-15.7%	31.0%
- COc1ccc(CCC(=O)OCC(=O)Nc2c(C)n(C)n(-c3ccccc3)c2=O)cc1
 : 2.9%	1.9%	-5.8%	-2.0%	205.1%[activator]	7.7%	i	-1.2%	49.3%[activator]
- Oc1ccc(C[C@H]2CNCCN2CCCCC2CCCCC2)cc1
 : -0.6%	-0.3%	-35.7%	-2.4%	-24.0%	-11.0%	i	-4.6%	22.9%
